# Screening data deposited in PubChem BioAssay by several laboratories.
# HTR5A ag: counter-screen for OPRM1-OPRD1 agonists: human HTR5A agonism. P47898. HTR5A agonist assay, luminescence, cell-based. activation, % at 9.3 µM. 340,000 compounds, 0.61% hits. AID 504692; in the data active = activation mostly above about 9.5%, no sharp cut-off; inactive = mostly below about 7.6%;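 note: 0% = cells with vehicle only and 100% = reference agonist; strong numbers were not always called active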
# Target sequence (P47898 whole entry, looked up): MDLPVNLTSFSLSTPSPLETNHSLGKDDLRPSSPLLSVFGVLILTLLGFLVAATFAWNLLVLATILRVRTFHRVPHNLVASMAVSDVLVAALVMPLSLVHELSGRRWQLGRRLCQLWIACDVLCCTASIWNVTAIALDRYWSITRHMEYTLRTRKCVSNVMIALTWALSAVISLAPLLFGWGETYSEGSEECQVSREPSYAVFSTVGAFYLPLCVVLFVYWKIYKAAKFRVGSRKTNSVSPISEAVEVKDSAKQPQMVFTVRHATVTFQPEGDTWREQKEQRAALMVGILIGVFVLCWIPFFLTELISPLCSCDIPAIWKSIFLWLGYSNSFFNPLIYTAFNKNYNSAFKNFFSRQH
# MITF act: increases MITF-driven TRPM1 promoter luciferase signal | 300,000 compounds, 0.75% hits | activation, % at 12.5 µM | SK-MEL-5 TRPM1-promoter luciferase, 24 h; % of positive control, neutral wells = 0;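 active = mean activation of at least 80% with every replicate also reaching 80%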;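 note: 0% = neutral control wells and 100% = parthenolide positive control wells; values of inactives mirror those of a sister screen read the other way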
# SR-BI DiI inh: inhibitors of mouse SR-BI mediated HDL lipid uptake; Q61009; ldlA[mSR-BI] CHO cells, DiI-HDL uptake fluorescence, 3 h; inhibition, % at 12.5 µM; 320,000 compounds, 0.96% hits; AID 488896;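 active = mean replicate inhibition of at least 70% and a set share of replicates each scoring 70 or more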;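 note: 0% = median of neutral control wells and 100% = median of positive control wells; values of inactives mirror those of a sister screen read the other way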
# Target sequence (Q61009 whole entry, looked up): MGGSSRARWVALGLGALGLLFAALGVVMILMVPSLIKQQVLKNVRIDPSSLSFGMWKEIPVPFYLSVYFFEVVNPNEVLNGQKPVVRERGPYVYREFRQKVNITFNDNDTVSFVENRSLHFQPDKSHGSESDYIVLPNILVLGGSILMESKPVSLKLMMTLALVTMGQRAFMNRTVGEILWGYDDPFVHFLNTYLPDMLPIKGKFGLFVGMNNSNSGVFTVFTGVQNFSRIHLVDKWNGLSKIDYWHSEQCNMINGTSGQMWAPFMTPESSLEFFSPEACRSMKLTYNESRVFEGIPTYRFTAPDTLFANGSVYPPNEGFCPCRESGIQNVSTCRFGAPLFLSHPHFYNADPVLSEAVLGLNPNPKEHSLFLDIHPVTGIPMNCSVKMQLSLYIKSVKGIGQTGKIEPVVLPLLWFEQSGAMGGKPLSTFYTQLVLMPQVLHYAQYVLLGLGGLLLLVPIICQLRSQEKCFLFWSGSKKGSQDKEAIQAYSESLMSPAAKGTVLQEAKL
# NSD2 HMT inh: NSD2 (human) methyltransferase inhibition; O96028; NSD2 peptide methylation, AlphaScreen, 120 min; AID 743445; 310,000 compounds, 0.54% hits; inhibition, % at 12.5 µM; in the data active = inhibition above about 50%
# dFosB activator: enhances mouse delta FosB homodimer DNA binding; P13346; purified delta FosB, TAMRA-CDK5 oligo fluorescence polarization; percent of positive-control signal above neutral wells; activation, % at 25 µM; 340,000 compounds, 0.99% hits; AID 493131;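 active = mean activation above about 17%, with every replicate also reaching it, limit read from the data, passing the limit was not always enough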;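 note: fluorescence polarization rise as delta FosB binds a TAMRA Cdk5 AP-1 oligo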
# CDK5 p35 inh: inhibitors of human CDK5/p35 kinase | Recombinant CDK5/p35, ADP-Glo luminescence, 60 min | inhibition, % at 10 µM | 330,000 compounds, 0.01% hits | Q00535+Q15078 | AID 488839;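 active = highest replicate inhibition of at least 50% and at least 75% of replicates reaching 50%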;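 note: plate controls were DMSO neutral control for no effect and GW8510 at 10 µM for full effect; many of its hits are not listed in these tables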
# Wnt act: activates Wnt/beta-catenin signaling in a reporter cell assay; activator, plate reader; activation, % at 9.35 µM; 300,000 compounds, 1.2% hits; in the data active = activation above about 30%, passing the limit was not always enough;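 note: 0% = neutral control wells and 100% = positive control wells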
# HTR5A inv ctr: counter-screen for OPRM1-OPRD1 inverse agonists: human HTR5A inverse agonism; P47898; HTR5A cell line, luminescence; inhibition, % at 9.3 µM; 340,000 compounds, 0.083% hits; AID 504634; in the data active = inhibition mostly above about 23%, no sharp cut-off; inactive = mostly below about 18%;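 note: 0% = cells with DMSO and 100% = no-cell wells with DMSO; some compounds called inactive have numbers as strong as hits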
# PvdQ inh: P. aeruginosa PvdQ acylase inhibition. inhibition, % at 10 µM. 340,000 compounds, 0.063% hits. purified PvdQ acylase, fluorescence plate reader; in the data active = inhibition above about 30%, passing the limit was not always enough;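 note: 0% = vehicle neutral wells and 100% = reference inhibitor wells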
# V-ATPase pHluor: regulators of yeast V-ATPase proton transport. response, % at 10 µM. 350,000 compounds, 0.37% hits. S. cerevisiae, pHLuorin cytosolic pH fluorescence. AID 504577; in the data active = response mostly above about 7.3%, no sharp cut-off; inactive = mostly below about 5.4%; note: actives read high; inactives centre near 0; some compounds called inactive have numbers as strong as hits; reference of the scale not given here
# Numbers without * were called inactive; . = no result given. An unsorted share of the library; any-hit rate near 5%.
SMILES,HTR5A ag,MITF act,SR-BI DiI inh,NSD2 HMT inh,dFosB activator,CDK5 p35 inh,Wnt act,HTR5A inv ctr,PvdQ inh,V-ATPase pHluor
NC(=O)c1ccc(N2CCN(c3ccccc3O)CC2)c([N+](=O)[O-])c1,-2,2,-6,0,-2,-6.7,-2,6,-8,-1
O=C(CC1SC(=NCC2CCCO2)NC1=O)Nc1cc([N+](=O)[O-])ccc1Cl (centres undefined),-3,-2,-15,-1,-14,-0.7,-1,7,-8,1
CCOC(=O)NNC(=S)Nc1c(C)n(C)n(-c2ccccc2)c1=O,-2,-14,.,-2,1,0.5,2,7,-13,0
O=C(Nc1ccc(Cl)cc1)N1CCC(c2nc(-c3ccccc3Cl)no2)CC1,4,-10,57,-4,-7,-0.7,3,-20,-11,-1
Nc1ccc(S(=O)(=O)c2cccc(N)c2)cc1,0,-2,-14,-2,-8,0.2,-1,10,-12,3
Cc1cc(C)cc(NC(=O)Nc2ccc3c(c2)N(C)C(=O)CS3)c1,-1,-2,50,.,5,-2.6,-4,4,-11,3
Nc1nc(SCC(=O)NCc2ccccc2Cl)[nH]c(=O)c1NC(=O)c1ccccc1F,8,3,3,5,12,-1.0,.,-47,7,3
Cc1ccc(NC(=O)c2cccc(NC3=NC4CS(=O)(=O)CC4S3)c2)cc1C (centres undefined),8,8,-2,.,-5,-2.0,-1,-25,-13,-4
CCNCc1ccc(OCc2cccs2)c(OCC)c1,-5,-5,19,39,3,0.7,-2,1,4,-3
O=C(O)CCCNc1ccc(S(=O)(=O)N2CCCCC2)cc1,-7,-1,-3,0,-6,-0.3,-1,16,17,-1
COC(=O)c1cccc(S(=O)(=O)N2CCC(n3nnc4cc(F)ccc43)CC2)c1,5,.,-12,-3,-6,2.1,-2,3,-6,3
Cc1cccc(-c2noc(CCC(=O)NCc3ccco3)n2)c1,3,-3,9,0,-3,-1.0,-1,16,-2,-4
CN(C)C(=S)SCC(=O)Nc1ccc(Cl)cc1Cl,2,27,-3,-3,4,-1.6,-11,23,-11,2
O=C(CCNc1cccc(Cl)c1)c1ccco1,1,-11,-14,2,-5,-2.2,.,-23,17,-10
Cc1sc2nc[nH]c(=S)c2c1-c1ccccc1,-6,2,1,86*,-2,-0.7,2,14,-5,1
COc1cccc2cc(C(=O)Nc3cc(C)cc(C)c3)/c(=N/NS(=O)(=O)c3ccccc3)oc12,1,3,-10,-5,0,1.8,0,3,-13,-2
Cc1ccc(C)c(NC(=O)c2sc(Cl)nc2-c2ccccc2)c1,-4,-7,14,-7,-13,0.1,.,20,0,-5
CCOC(=O)c1ccc(NC(=O)Cn2nc(C)c3ccccc3c2=O)cc1,-3,-17,10,-2,-9,1.0,-1,-24,-8,-1
CCc1nonc1NC(=O)c1oc2ccc(F)cc2c1C,4,33,-6,-5,35*,-0.2,9,17,-5,4
O=C(O)C(Oc1ccc(Cl)cc1)c1ccc(Cl)cc1 (centres undefined),-4,-4,-1,0,6,0.7,2,17,0,3
COc1ccc([C@@H]2COc3c(ccc4c3C=CC(C)(C)O4)C2)c(OC)c1,-6,25,9,.,3,-2.6,2,3,1,4
Cc1ccsc1/C=N/NC(=O)c1cccnc1,-2,.,-1,-2,-4,-0.2,10,-10,2,6
CCOC(=O)C1CCCN(C(=O)c2cccc(NC(=O)C(CC)CC)c2)C1 (centres undefined),0,-11,12,-4,1,-0.6,-1,1,12,1
Cc1nc(N2CCN(c3ccccn3)CC2)c2c(C)c(C(=O)Nc3ccc(F)cc3)sc2n1,-8,4,.,.,-17,-0.3,-2,-4,-2,1
CC(C)N(CC(N)=O)C(=O)Cc1coc2cc3c(cc12)CCC3,2,7,9,0,-6,-0.8,-2,-8,-4,-2
COC(=O)C1=C(C(=O)OC)[C@@H]2Nc3ccccc3[C@@]23C[C@@H](C(=O)OC)N(C(=O)c2ccco2)C3=N1,11,-8,-20,.,-1,-1.1,0,-28,-10,0
Cc1ccc(OCC(=O)N/N=C\c2ccc(C)o2)c([N+](=O)[O-])c1,2,1,-10,0,-10,-0.9,-2,-6,-13,-1
O=C(COc1ccccc1)Nc1nn[nH]n1,1,-6,-16,.,8,-2.3,-2,-43,-25,-3
Cc1cc(NC(=O)CSc2nc3c(cc2C#N)CCC3)no1,-2,67,10,1,2,1.5,34*,-20,-10,2
CCS(=O)(=O)c1ncc(Cl)c(C(=O)Nc2ccc(S(=O)(=O)N3CCCC(C)C3)cc2)n1 (centres undefined),0,-103,-9,2,-8,-1.4,-17,-1,-10,1
Cc1ccc(CNC(=O)C2CCN(S(=O)(=O)c3cccc4nonc34)CC2)cc1,-4,-2,-5,1,21*,-0.8,-3,4,-27,-1
CCOC(=O)Nc1cccc(Nc2ccccc2)c1,-2,.,38,5,-4,-1.2,.,7,-15,-1
Cc1ccc(-c2csc3nnc(SCc4csc(C)n4)n23)cc1,3,-2,4,-5,3,0.1,.,12,-19,5
Cc1ccc(S(=O)(=O)N2CCC(=O)N(C(COCc3ccc(C(F)(F)F)cc3)C(C)C)CC2)cc1 (centres undefined),4,4,-21,.,-7,0.3,.,-22,-11,2
COc1cccc(C2CC(c3ccccc3)Nc3ncnn32)c1 (centres undefined),3,-6,.,2,-6,2.5,.,1,-15,-2
CSCC[C@H](NC(=O)C(C)Oc1ccc(Cl)cc1)c1nc2ccccc2[nH]1 (some centres undefined),-2,0,-18,4,-2,-0.6,0,6,-19,1
COc1ccc(Cl)cc1NC(=O)c1cc(-c2ccc(C)cc2O)n[nH]1,-5,7,-14,-3,12,1.7,1,-18,-11,-2
COC(=O)c1ccc2c(=O)n(CC3CCCO3)c(SCC(=O)NCCc3ccc(S(N)(=O)=O)cc3)nc2c1 (centres undefined),4,-5,-20,-1,3,-7.3,-1,28,-16,1
O=[N+]([O-])c1ccc(S(=O)(=O)NCCN2CCOCC2)cc1,-1,8,-13,-4,5,0.4,1,3,-8,0
C#CCOCCOCCOCCNc1nc(N2CCN(C(=O)[C@H](CCCCN)n3cc(CCC(=O)O)nn3)CC2)nc(N2CCN(C(=O)[C@H](CCCCN)n3cc(CC(C)O)nn3)CC2)n1 (some centres undefined),2,4,-5,.,3,0.0,1,1,-7,2

# Reprinted from the part before: two entries; new compounds follow.
SMILES,HTR5A ag,MITF act,SR-BI DiI inh,NSD2 HMT inh,dFosB activator,CDK5 p35 inh,Wnt act,HTR5A inv ctr,PvdQ inh,V-ATPase pHluor
O=[N+]([O-])c1ccc(S(=O)(=O)NCCN2CCOCC2)cc1,-1,8,-13,-4,5,0.4,1,3,-8,0
C#CCOCCOCCOCCNc1nc(N2CCN(C(=O)[C@H](CCCCN)n3cc(CCC(=O)O)nn3)CC2)nc(N2CCN(C(=O)[C@H](CCCCN)n3cc(CC(C)O)nn3)CC2)n1 (some centres undefined),2,4,-5,.,3,0.0,1,1,-7,2
CC(N=C1NS(=O)(=O)c2ccccc21)C(=O)NCc1ccc2c(c1)OCO2 (centres undefined),2,-6,10,-1,-5,-0.7,.,-7,-11,2
Cc1ccc(NC(=O)CSc2nnc(/N=C/N(C)C)s2)cc1,-2,9,-3,0,6,-0.5,-1,5,-7,-3
O=C(CN(C(=O)C1CSC(=O)C1)c1ccc(F)cc1)NCc1ccc2c(c1)OCO2 (centres undefined),3,-1,.,-2,-1,-1.2,0,-9,-4,0
COc1ccc(OCC2NCCc3cc(OC)c(OC)cc32)cc1 (centres undefined),4,2,0,5,-9,0.8,1,-8,0,-2
CCOC(=O)C/C(=N\Nc1ncnc2ccccc12)c1ccccc1,-1,41,.,-7,-6,0.8,27,2,4,0
CCN1CCN(c2nc3c(C)cccn3c(=O)c2/C=C(\C#N)S(=O)(=O)c2ccc(Cl)cc2)CC1,2,-7,22,8,48*,1.8,-5,-9,-3,-4
COc1ccc(-c2cc(C(F)(F)F)nc(SCCC(=O)N3CCN(C)CC3)n2)cc1,1,-9,.,-7,-1,-0.3,-4,-14,-1,1
CCN(CC)CCCNC(=O)c1[nH]c(C)c(C(=O)NC2CCCCC2)c1C,-5,-2,-2,49,-1,-1.3,-2,-9,-5,0
Cc1ccc(C(=O)c2c3ccc([N+](=O)[O-])cc3[n+]([O-])n2CCC(N)=O)cc1,1,-6,8,.,-15,1.4,1,9,-11,-6
CCOC(=O)N1CCN(CC(=O)Nc2cc(OC)c(OC)cc2C#N)CC1,-4,-9,-5,-6,4,-4.6,-2,10,-15,1
COc1ccc(NC(=O)c2cc3ccccc3o/c2=N\NS(=O)(=O)c2ccc(C)cc2)cc1,0,50,-15,5,1,-2.0,0,0,-6,3
S=C(NCC1CCCO1)Nc1ccccc1Cl (centres undefined),-2,13,8,3,1,0.5,-1,26,-3,2
COc1ccccc1CNC(=O)CCn1c(=O)sc2ccccc21,4,7,12,-5,-10,-0.1,-3,-22,-6,3
CCN(CC)c1ncnc2c1cnn2Cc1ccc(Cl)cc1,-1,21,23,-2,0,0.4,0,2,-14,-5
COc1ccc(S(=O)(=O)CCC(=O)Nc2ccc(OC)cc2OC)cc1,-2,-9,-10,-8,1,-1.2,.,10,-1,3
Cc1cc(C)c(S(=O)(=O)Nc2ccc[nH]c2=O)c(C)c1,0,-1,-27,2,4,-0.1,-3,-1,-17,2
CCCCCCSc1nc(O)c(C2OC(=O)c3c2ccc(OC)c3OC)c(=O)n1CC (centres undefined),5,-1,-6,0,-6,-1.6,.,-15,4,-4
CCOC(=O)c1ccc(N2C(=O)CC(N3CCC(C(N)=O)(N4CCCCC4)CC3)C2=O)cc1 (centres undefined),4,12,9,0,1,-1.0,-1,11,-2,-5
Cc1ccc(S(=O)(=O)N2CCCN(S(=O)(=O)c3ccc(C(F)(F)F)cc3)CC2)cc1,-4,-1,3,1,7,0.8,.,-42,-11,1
CCOC(=O)CCc1c(C)c2ccc3c(c2oc1=O)CN(CCCO)CO3,-1,7,-27,-2,-4,-0.3,-1,3,-121,-3
CCOC(=O)C1CCCN(c2c(NCCN(C)Cc3ccccc3)c(=O)c2=O)C1 (centres undefined),3,13,-5,.,-6,0.1,-4,-8,-1,4
Cc1cccc(-c2c3c(nc4c2c(=O)n(C)c(=O)n4C)-c2ccccc2C3O)c1 (centres undefined),2,2,.,.,-18,2.0,-2,6,-11,-2
Cc1ccc(C)c(S(=O)(=O)N(C)C2(C)CCS(=O)(=O)C2)c1 (centres undefined),-4,6,-8,-5,-5,1.8,1,11,-16,-1
CSc1ccc(/C=N/n2c(C)cc(C)cc2=O)cc1,-7,87*,15,-3,-6,-1.0,-5,16,-12,-2
CCn1c(C)c(C)c2cc(C(=O)NC3CCCCCC3)ccc21,0,43,25,11,-5,1.7,5,20,0,-2
Oc1cccc(-c2nc3ccccc3s2)c1,1,16,0,-1,-39,3.8,22,-13,-9,4
CC(NC(=O)c1ccc(CS(C)(=O)=O)cc1)C1CC2CCC1C2 (centres undefined),-4,-5,.,0,-5,-1.8,-2,-7,-8,-2
CN(CCOc1ccccc1)CC(=O)Nc1ccc(Cl)c(S(=O)(=O)N(C)C)c1,1,-4,-13,-1,-5,-2.5,-3,-2,-12,-3
CC(c1nccs1)N(C)C(=O)CCc1nnc(Cc2c[nH]c3ccccc23)o1 (centres undefined),2,3,.,-3,-5,-1.5,-2,-10,-4,0
Cc1ccc(CN2CC(C(=O)Nc3cccc(S(=O)(=O)N4CCCCC4)c3)CC2=O)cc1 (centres undefined),1,-1,-22,0,-10,-0.7,.,-4,23,0
O=C1CCCC2=C1C(c1cccs1)Nc1ccc3ncccc3c12 (centres undefined),2,1,-1,-2,-21,-2.5,.,16,-4,0
